LANA DNA inh: inhibitors of KSHV C-LANA binding to DNA, primary screen, biochemical, fluorescence polarization, FAM-LBS DNA, MBP-C-LANA, single point; inhibition, % at 9 µM; AID 504423, 2011; 340,000 compounds, 0.078% hits;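 active = highest replicate inhibition at or above 60% at 9 µM, even if other replicates fall short; inactive = all replicates below 60% inhibition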;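 note: 0% = neutral control wells and 100% = 4 µM acridine orange control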
SR-BI uptake up: activators of SR-BI mediated DiI-HDL uptake, primary screen, ldlA[mSR-BI] CHO cells, DiI fluorescence | 320,000 compounds, 0.096% hits | activation, % at 12.5 µM | 3 h; 100 = double the neutral-control signal;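 active = mean replicate activation of at least 60% and every replicate at or above 60%; inconclusive = mean or all-replicate condition met, but not both; inactive = mean below 60% and not all replicates reaching 60%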;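 note: 0% = median plate neutral-control signal and 100% = twice that signal; values of inactives mirror those of a sister screen read the other way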
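Assay system: CHO ldlA[mSR-BI] cells, LDL receptor-null, SR-BI overexpressing; medium: Ham's F12 with 0.5% BSA, HEPES 25 mM, pH 7.4; also added: DiI-HDL 10 µg/mL; timing: 3 h uptake period with compound, 37 °C; signal: DiI fluorescence, bottom read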
PKA-R2B act: activators of PKA-R2B holoenzyme, primary screen, biochemical, fluorescence polarization, Cy5-IP20, human; cAMP-dependent protein kinase catalytic subunit beta (Homo sapiens) + cAMP-dependent …; PKA-R2B holoenzyme dissociation; R2B truncated from residue 108, S112A mutant; 0% DMSO only, 100% 113 µM cGMP; activation, % at 11.4 µM; 340,000 compounds, 0.079% hits; AID 504700, 2011;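 active = activation above a cutoff set at the mean over all compounds plus 3 SD, cut at about 18% in these data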;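 note: higher means more holoenzyme dissociation and a rise in polarization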
RTF Ca sens inh: cardiac RTF calcium sensitivity inhibitors, primary screen, biochemical, IANBD-TnC fluorescence, EC70 calcium; Troponin I, cardiac muscle (Homo sapiens) + Troponin T, cardiac muscle (Homo sapiens) + …; IANBD-labeled cardiac RTF, Ca2+ fluorescence; inhibition, % at 7.15 µM; 340,000 compounds, 0.12% hits;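 active = inhibition above the mean inhibition of all tested compounds plus 3 SD, cut at about 17% in these data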;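 note: assay run at fixed EC70 calcium of 1.6 mM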
PvdQ inh: P. aeruginosa PvdQ acylase inhibitors, primary screen, biochemical, fluorescence, plate reader and imaging, single point; PvdQ acylase [Pseudomonas aeruginosa LESB58]; purified PvdQ acylase; inhibition, % at 10 µM; 340,000 compounds, 0.063% hits; in the data active = inhibition above about 30%, passing the limit was not always enough; inconclusive = no clear call, values can overlap the other calls;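 note: 0% = vehicle neutral wells and 100% = reference inhibitor wells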
SR-BI HDL uptake: inhibitors of SR-BI mediated HDL lipid uptake, primary screen, ldlA[mSR-BI] cells, fluorescence, single point; Scavenger receptor class B member 1 (Mus musculus), Q61009; ldlA[mSR-BI] CHO cells, DiI-HDL uptake fluorescence, 3 h; inhibition, % at 12.5 µM; 320,000 compounds, 0.96% hits;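 active = mean replicate inhibition of at least 70% and a set share of replicates each scoring 70 or more; inconclusive = meets just one of the two criteria; inactive = fails both criteria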;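 note: 0% = median of neutral control wells and 100% = median of positive control wells; values of inactives mirror those of a sister screen read the other way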
Keap1-Nrf2 PPI: Keap1-Nrf2 protein-protein interaction inhibitors, primary screen, biochemical, fluorescence polarization, single point; Keap1 Kelch-Nrf2 peptide fluorescence polarization, 1536-well; inhibition, % at 9.4 µM; 340,000 compounds, 0.15% hits; AID 504523, 2011; in the data active = inhibition above about 12%; inconclusive = no clear call, values can overlap the other calls; inactive = below about 7.3%;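 note: human Keap1 Kelch domain with fluorescein labeled Nrf2 9mer peptide probe; 0% = neutral control wells and 100% = peptide positive control; higher means more block of Keap1 binding to Nrf2 peptide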
Arr AP2 block: inhibitors of beta-arrestin/AP2 binding, primary screen, biochemical, GPCR trafficking, flow cytometry; AID 504490, 2011; 340,000 compounds, 0.31% hits; FITC-arrestin peptide / GST-AP2 beads; AP2 beta2 appendage carries R879A mutation; inhibition, % at 10 µM;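 active = inhibition above a set limit, near 3 SD of compounds lacking own fluorescence, cut at about 54% in these data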;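 note: plate controls were DMSO wells for no effect and 5 µM unlabelled arrestin peptide for full effect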
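system = GST-tagged AP2 beta2-adaptin appendage (R879A) on 4 µm glutathione beads | reagent = FITC-labelled arrestin peptide probe, 50 nM final | schedule = compound with beads 12 min RT, then probe 1 h RT | signal = HyperCyt-sampled flow cytometry, FL1 channel, ex 488/em 535 nm | read-out = percent response from loss of bead-bound FITC fluorescence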
DAGLB inhibitor: DAGLB lipase inhibitors, primary screen, biochemical, fluorescence, HTS; Diacylglycerol lipase-beta (Homo sapiens), Q8NCG7; 340,000 compounds, 0.059% hits; inhibition, % at 5.17 µM; HEK293T DAGLB membrane lysate, EnzChek fluorogenic substrate; AID 504411, 2011; in the data active = inhibition above about 34%;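 note: 0% = enzyme with vehicle and 100% = wells lacking enzyme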
NSD2 HMT inh: NSD2 histone methyltransferase inhibitors, primary screen, biochemical, AlphaScreen, single concentration, set 2; Histone-lysine N-methyltransferase NSD2 (Homo sapiens), O96028; NSD2 peptide methylation, 120 min; inhibition, % at 12.5 µM; 310,000 compounds, 0.54% hits; in the data active = inhibition above about 50%
Target sequence (O96028 whole entry, looked up): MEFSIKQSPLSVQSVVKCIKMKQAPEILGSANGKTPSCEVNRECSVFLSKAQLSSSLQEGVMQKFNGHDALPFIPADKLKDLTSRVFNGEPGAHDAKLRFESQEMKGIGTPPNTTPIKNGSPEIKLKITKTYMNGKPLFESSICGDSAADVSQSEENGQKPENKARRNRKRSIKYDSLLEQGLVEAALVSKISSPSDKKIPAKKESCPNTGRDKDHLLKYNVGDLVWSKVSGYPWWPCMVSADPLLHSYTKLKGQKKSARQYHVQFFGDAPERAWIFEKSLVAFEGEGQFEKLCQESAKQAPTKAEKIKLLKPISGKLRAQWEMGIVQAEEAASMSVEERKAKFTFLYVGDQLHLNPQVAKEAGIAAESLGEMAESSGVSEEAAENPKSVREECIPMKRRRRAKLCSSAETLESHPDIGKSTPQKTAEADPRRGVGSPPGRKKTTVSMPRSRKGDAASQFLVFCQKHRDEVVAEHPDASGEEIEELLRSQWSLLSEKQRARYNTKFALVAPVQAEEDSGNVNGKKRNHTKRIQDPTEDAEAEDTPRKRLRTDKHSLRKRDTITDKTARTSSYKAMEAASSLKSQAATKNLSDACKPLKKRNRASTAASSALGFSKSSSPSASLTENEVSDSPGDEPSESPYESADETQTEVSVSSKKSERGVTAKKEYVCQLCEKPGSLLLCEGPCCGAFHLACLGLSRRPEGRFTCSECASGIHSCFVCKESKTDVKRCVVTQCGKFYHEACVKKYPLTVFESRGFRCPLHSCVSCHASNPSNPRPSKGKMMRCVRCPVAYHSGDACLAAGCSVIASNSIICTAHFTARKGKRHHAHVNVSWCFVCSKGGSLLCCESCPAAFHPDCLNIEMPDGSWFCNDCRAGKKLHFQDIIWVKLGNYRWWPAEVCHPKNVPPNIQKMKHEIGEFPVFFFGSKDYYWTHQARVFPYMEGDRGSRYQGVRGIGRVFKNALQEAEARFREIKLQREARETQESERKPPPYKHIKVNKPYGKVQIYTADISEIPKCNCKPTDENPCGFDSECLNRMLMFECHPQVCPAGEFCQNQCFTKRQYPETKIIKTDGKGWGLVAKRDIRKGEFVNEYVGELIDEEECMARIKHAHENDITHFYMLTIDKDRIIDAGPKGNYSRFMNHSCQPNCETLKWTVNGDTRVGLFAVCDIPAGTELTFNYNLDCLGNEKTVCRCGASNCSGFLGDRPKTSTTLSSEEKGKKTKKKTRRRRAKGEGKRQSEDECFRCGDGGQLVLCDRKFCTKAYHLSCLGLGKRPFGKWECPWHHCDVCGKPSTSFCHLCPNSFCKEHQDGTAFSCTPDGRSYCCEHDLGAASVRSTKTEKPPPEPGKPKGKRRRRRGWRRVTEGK
* hit, by the source's call; ? = inconclusive; nt = no result given.

Results follow in this order: LANA DNA inh | SR-BI uptake up | PKA-R2B act | RTF Ca sens inh | PvdQ inh | SR-BI HDL uptake | Keap1-Nrf2 PPI | Arr AP2 block | DAGLB inhibitor | NSD2 HMT inh
CSc1ccc(/C=N/NC(=O)CNc2cccc3ccccc23)cc1
    0.1 | -40 | 4 | -14 | -13 | 40 | -2 | -2 | 0 | 7
Cc1onc(-c2ccccc2)c1-c1nc2cc(Cl)ccc2c(=O)o1
    0.5 | 0 | nt | nt | -6 | 0 | -6 | 8 | nt | -4
O=C(N/N=C/c1ccccn1)c1ccc([N+](=O)[O-])cc1Cl
    0.3 | 29 | 0 | 0 | -4 | -29 | 3 | 10 | 0 | 0
C=CCN(CC=C)C(=S)Nc1ccc2nsnc2c1
    -1.0 | 8 | 4 | -13 | -2 | -8 | 1 | 8 | -2 | 104*
O=C(O)C/C(=C\c1cc(Cl)c2c(c1)OCO2)c1nc2ccccc2s1
    1.9 | 2 | -7 | -7 | -1 | -2 | -8 | 7 | 7 | 8
CCOC(=O)N1CCN(C(=O)c2cc3c(-c4ccc(Cl)cc4)nn(C)c3s2)CC1
    0.0 | -8 | -7 | -1 | -5 | 8 | 2 | 13 | -2 | nt
CC1CCN(CCCCOc2cccc(Br)c2)CC1
    -1.9 | 8 | 5 | -5 | -1 | -8 | -4 | -4 | 0 | 7
COc1ccc(-c2cc(C(F)(F)F)nc(N)n2)cc1
    -0.5 | -18 | -11 | 0 | -3 | 18 | 2 | 13 | -5 | -8
CCOc1ccc(N2C(=O)CS/C2=C(\C(Cl)=C(Cl)Cl)[N+](=O)[O-])cc1
    1.5 | 2 | 10 | -6 | -10 | -2 | -3 | 7 | 11 | 27
Fc1ccc(-n2nnc(-c3ccnc4ccccc34)n2)cc1
    -2.8 | -7 | 0 | 2 | 5 | 7 | -3 | 33 | -8 | nt
CCOc1ccc(S(=O)(=O)Nc2ccc(Cl)cn2)c(C)c1C
    -2.0 | 9 | -2 | -4 | -17 | -9 | -1 | 5 | 0 | -1
CCN1CCN(c2cc(C)c3cc(NC(=S)N4CCN(c5ccccc5F)CC4)ccc3n2)CC1
    -0.8 | nt | -3 | -4 | -6 | nt | 2 | -3 | 2 | -1
CN(c1ccc(C(=O)O)cc1)S(=O)(=O)c1ccccc1
    2.5 | 30 | 1 | 3 | -2 | -30 | -1 | -3 | -3 | 52*
CCOC(=O)N1CCC(NC(=O)c2cnn3c2NC(c2ccco2)CC3C(F)(F)F)CC1 (centres undefined)
    4.5 | -10 | -3 | -24 | 2 | 10 | -11 | 0 | -1 | 3
COc1cc([N+](=O)[O-])ccc1NC(=O)Oc1ccc(NC(C)=O)cc1
    -1.5 | 15 | 1 | -4 | -8 | -15 | 2 | 5 | 1 | nt
Cn1c(=O)c2[nH]c(N3CCOCC3)nc2n(-c2ccccc2)c1=O
    2.9 | -3 | -8 | 0 | -4 | 3 | 0 | 10 | 2 | 0
Nc1ccccc1SCc1ccccc1
    -1.2 | 1 | -7 | -3 | -5 | -1 | -5 | -3 | -3 | 49
COc1ccc(C(=O)NCc2ccccc2OC)c(OC)c1
    0.8 | -12 | -1 | -3 | -11 | 12 | -3 | -3 | -3 | -1
O=C1COc2ccc(C(=O)c3ccccc3C(=O)O)cc2N1
    1.5 | 18 | -16 | -5 | -7 | -18 | -3 | 23 | 0 | -2
Cc1nn(C)cc1S(=O)(=O)N1CCN(Cc2cccc(Cl)c2)CC1
    1.5 | 8 | -9 | -10 | -15 | -8 | -2 | 3 | 1 | -1
COc1ccc(-n2ncc3c(NCc4ccccn4)ncnc32)cc1
    -0.3 | -14 | 3 | -9 | -4 | 14 | 2 | 0 | 2 | -3
O=[N+]([O-])c1ccc(/C=N/Nc2ncc(Br)cn2)cc1
    -0.7 | 26 | -5 | -2 | -16 | -26 | -6 | -1 | 2 | 0
O=C1NC(c2ccco2)Nc2sc3c(c21)CCN(Cc1ccccc1)C3 (centres undefined)
    7.9 | -9 | 5 | -44 | -6 | 9 | -8 | 10 | -3 | nt
CCN1CCN(C(=O)c2ccccc2N(Cc2ccccc2)S(=O)(=O)c2ccc(OC)cc2)CC1
    -0.5 | 2 | 3 | 4 | -12 | -2 | 3 | -6 | 3 | 5
Cn1c(=O)oc2cc(S(=O)(=O)NCCCN3CCCC3=O)ccc21
    -1.1 | 29 | -6 | 1 | 1 | -29 | -3 | 1 | 1 | nt
OC(COc1ccc(Cl)cc1Cl)Cn1ccnc1 (centres undefined)
    1.1 | 19 | 10 | -16 | -18 | -19 | -3 | 8 | 0 | 1
COc1ccc2c(c1)c(C(=O)N/N=C/c1cccc(O)c1)c(C)n2C
    0.8 | 11 | 3 | 1 | -10 | -11 | -4 | -1 | 0 | 0
O=C(Nc1ncccn1)C1c2ccccc2Oc2ccccc21
    -0.1 | 17 | -6 | 0 | -12 | -17 | -3 | -1 | -1 | -3
Cc1cc(C(=O)N2CCN(C(c3ccccc3)c3ccccc3)CC2)on1
    0.7 | 0 | 5 | -11 | -12 | -3 | -2 | 9 | -7 | nt
CCOc1ccc2[nH]cc(C(=O)NCCc3ccccc3)c(=O)c2c1
    0.2 | 12 | 2 | 1 | 0 | -12 | 1 | 47 | -1 | 0
c1ccc2c(OCCCN3CCCCCC3)cccc2c1
    -1.4 | 23 | -16 | -2 | 1 | -23 | -3 | 8 | 0 | 20
Cc1cccn2c(=O)c3cc(C(=O)NCc4ccccc4)c(=N)n(CCCN4CCOCC4)c3nc12
    0.5 | nt | 4 | -18 | -10 | nt | -4 | 9 | 2 | nt
COc1ccc(NC(=O)CN(C)CC(=O)N(C)C2(C#N)CCC(C)CC2)cc1 (centres undefined)
    -2.7 | 20 | -14 | 3 | 2 | -20 | -8 | 10 | 0 | 0
Cc1cc(C(=O)NNC(=S)NCC(C)C)cs1
    0.1 | 20 | -8 | 6 | -1 | -20 | 1 | 30 | -3 | -2
COc1ccc(C2N=C(c3ccccc3)C(C)(C)N2O)cc1 (centres undefined)
    0.3 | 22 | -6 | -1 | 16 | -22 | 1 | -4 | 1 | -3
O=C(NN=Cc1cccc([N+](=O)[O-])c1)c1cc(-c2cccnc2)nc2ccccc12
    -1.6 | -1 | -6 | -12 | 1 | 1 | -2 | 18 | -2 | -3
O=C(NCCc1ccccc1Cl)c1cc(COc2ccc(F)cc2F)on1
    0.9 | 16 | -6 | 4 | 1 | -16 | -5 | 5 | -8 | -1
Cc1noc(NS(=O)(=O)c2ccc(NC(=O)NC(C)(C(F)(F)F)C(F)(F)F)cc2)c1C
    -3.0 | -3 | 5 | -9 | -9 | 3 | -2 | 40 | 3 | -1
CCC(=O)NC(c1ccc(OC)cc1)c1c(O)ccc2ccccc12 (centres undefined)
    1.7 | -23 | -15 | 3 | 10 | 23 | 1 | 10 | -1 | -2
CC(C)n1c(SCC(=O)NC2CC2)nnc1C1CC1
    -1.9 | 23 | 6 | -4 | -8 | -23 | -2 | -2 | -2 | -5
CCn1cc(C(=O)N(C)c2ccc(OC)cc2)c2cc(OC)c(OC)cc2c1=O
    1.7 | 17 | -5 | -8 | -16 | -17 | -4 | 7 | 1 | -3
COc1ccc(-c2cc(C(=O)N3CCCCC3)c3ccccc3n2)cc1
    0.2 | -44 | 1 | -8 | 10 | 44 | 4 | 8 | 2 | -3
CCc1ccc(/C=C2/Sc3ccccc3N(CC(=O)NCCCN3CCOCC3)C2=O)cc1
    -0.1 | -12 | 8 | 3 | -11 | 12 | -4 | -7 | 1 | 8
COc1ccc(C(=O)CCc2ccccc2)cc1
    -0.2 | 11 | 8 | -9 | -16 | -11 | 0 | 4 | -20 | -4
O=C(CN1CCN(c2cccc(C(F)(F)F)c2)CC1)Nc1cccc(C(F)(F)F)c1
    1.5 | 22 | -9 | -9 | 0 | -22 | -3 | -8 | -5 | 5
CN1CCN(c2ccc(NS(=O)(=O)c3ccc(Cl)cc3)cn2)CC1
    -0.1 | 17 | -9 | -9 | -2 | -17 | 2 | 9 | -2 | -1
CCN(C(=O)CSc1ncnc2sccc12)c1c(N)n(Cc2ccccc2)c(=O)[nH]c1=O
    0.6 | -2 | -10 | 2 | -13 | 2 | -4 | -24 | 1 | 0
C=CCNCCOc1c(C)cc(C)cc1Cl
    -0.9 | 22 | 5 | -6 | 9 | -22 | 0 | 15 | 1 | 21
Cc1nc(SCC(=O)NCC2COc3ccccc3O2)c2c(C)c(C)sc2n1 (centres undefined)
    -0.9 | -3 | -6 | -9 | 4 | 3 | -5 | -1 | 0 | -2
CCCCn1nnnc1SCC(=O)Nc1ccc2c(c1)OCO2
    -0.6 | ? | -5 | -5 | -11 | -181 | -4 | -4 | 0 | 26
CCOc1ccc(C(=O)Nc2ccc(S(=O)(=O)Nc3cc(C)on3)cc2)cc1
    1.5 | nt | 4 | -4 | -15 | nt | -2 | 3 | 1 | nt
O=C(Nc1ccc(S(=O)(=O)N2CCOCC2)cc1)c1ccc(Cl)cc1
    0.9 | -2 | -14 | 4 | 3 | 2 | -1 | 24 | -1 | nt
O=C1Nc2ccccc2S/C1=C/c1cccs1
    2.7 | 0 | 2 | -2 | 2 | 0 | 3 | 27 | 0 | 1
CN(c1ccccc1)S(=O)(=O)c1ccc(Cl)c(C(=O)Nc2ccc(N3CCOCC3)cc2)c1
    0.7 | -72 | -10 | -2 | 8 | ? | -2 | 4 | 2 | -3
CCCSc1nc2[nH]ncc2c(=O)[nH]1
    0.1 | 49 | -11 | -6 | -12 | -49 | -4 | 45 | -2 | -3

Screening data from PubChem BioAssay.
